GC-A act – GC-A (human) enzyme activation; HEK293 GC-A cells, cGMP TR-FRET, EC30 ANP; 0% at EC30 ANP, 100% saturating ANP; activation, % at 10 µM; 370,000 tested, 0.14% active; AID 1671463; in the data active = activation above about 40%
Target sequence (P16066 whole entry, looked up): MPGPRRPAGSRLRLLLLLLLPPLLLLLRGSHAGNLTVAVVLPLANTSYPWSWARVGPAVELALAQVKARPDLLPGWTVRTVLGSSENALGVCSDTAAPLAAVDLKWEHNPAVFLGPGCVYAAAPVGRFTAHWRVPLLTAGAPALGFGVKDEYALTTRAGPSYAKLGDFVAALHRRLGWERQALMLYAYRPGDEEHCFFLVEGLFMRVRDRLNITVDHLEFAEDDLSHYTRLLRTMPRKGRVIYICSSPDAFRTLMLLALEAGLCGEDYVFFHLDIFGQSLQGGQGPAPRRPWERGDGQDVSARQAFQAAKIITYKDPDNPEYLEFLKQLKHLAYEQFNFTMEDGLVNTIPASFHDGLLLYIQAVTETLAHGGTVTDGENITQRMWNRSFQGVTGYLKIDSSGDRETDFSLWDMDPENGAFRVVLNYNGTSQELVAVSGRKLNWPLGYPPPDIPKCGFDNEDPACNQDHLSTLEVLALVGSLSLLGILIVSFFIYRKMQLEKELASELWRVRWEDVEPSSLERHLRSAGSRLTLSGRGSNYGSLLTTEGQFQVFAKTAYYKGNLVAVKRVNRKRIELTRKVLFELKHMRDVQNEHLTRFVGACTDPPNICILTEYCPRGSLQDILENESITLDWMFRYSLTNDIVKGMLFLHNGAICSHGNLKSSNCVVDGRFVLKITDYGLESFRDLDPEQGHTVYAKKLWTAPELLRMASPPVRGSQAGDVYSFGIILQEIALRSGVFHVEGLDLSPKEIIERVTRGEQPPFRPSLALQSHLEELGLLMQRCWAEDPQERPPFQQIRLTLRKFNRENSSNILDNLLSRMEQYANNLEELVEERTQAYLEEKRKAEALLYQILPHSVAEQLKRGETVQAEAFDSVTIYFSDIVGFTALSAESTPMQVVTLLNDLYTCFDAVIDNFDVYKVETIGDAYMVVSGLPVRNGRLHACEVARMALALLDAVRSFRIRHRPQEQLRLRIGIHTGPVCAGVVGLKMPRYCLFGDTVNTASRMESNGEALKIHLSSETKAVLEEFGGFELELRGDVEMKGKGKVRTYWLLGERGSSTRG
GAA850 FXN act – increases GAA850 frataxin promoter reporter activity; 360,000 tested, 0.56% active; activation, % at 6 µM; HEK293 lucGAA850 FXN promoter luciferase reporter, 24 h; percent of 10 µM SAHA response;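 active = activation above the average of all compounds screened plus 3 SD, cutoff fixed separately per campaign, cut at about 7.5% in these data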;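 also: 0% = DMSO wells and 100% = 10 µM SAHA wells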
Tn6 DDE FP – disrupts Tn6 cyclic peptide binding to fibrin D-Dimer-E complex; 370,000 tested, 0.21% active; Fibrin DD(E) TRITC-Tn6 fluorescence polarization displacement; inhibition, % at 8.3 µM; AID 720509; P02675;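 active = inhibition above a per-campaign cutoff: mean of compounds within control limits plus 3 SD, cut at about 15% in these data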;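 also: 0% = median of all compound wells on the plate and 100% = blocking peptide control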
KLK7 zymogen act – activates the human kallikrein-7 zymogen; purified proKLK7, EDANS-DABCYL substrate fluorescence; 100% is mature enzyme control, 0% vehicle; activation, % at 7 µM; 370,000 tested, 0.9% active; AID 652039;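 active = activation above the mean of all tested compounds plus 3 SD, computed per campaign excluding outliers beyond control limits, cut at about 13% in these data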
ASAP1 inh – blocks human ASAP1-stimulated Arf1 GTP hydrolysis; Q9ULH1; GDP FP detection; inhibition, % at 16.5 µM; 360,000 tested, 0.19% active; AID 624377; in the data active = inhibition above about 25%;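 also: 0% = vehicle with enzyme and substrate and 100% = no enzyme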
NPR2 activator – GC-B (human) receptor activation. HEK293-GC-B cells, CNP EC30, cGMP TR-FRET; 0% at EC30 CNP, 100% saturating CNP. activation, % at 10 µM. P20594. 370,000 tested, 0.11% active;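 active = activation at 10 µM reaching about 35% in either raw or pattern-adjusted values, limit read from the data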
rCAG RNA binder – molecules binding r(CAG) RNA repeats; 370,000 tested, 1.3% active; r(CAG) RNA repeat, TO-PRO-1 dye displacement fluorescence; AID 651821; inhibition, % at 3 µM;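 active = inhibition above the plate cutoff, the mean of all test compounds on that plate plus 3 SD, cut at about 35% in these data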;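 also: 0% = DMSO alone and 100% = 100 µM mitoxantrone as full dye displacement; higher means more dye released from RNA so lower well fluorescence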
ADAM10 inh – ADAM10 inhibition, QFRET primary screen; recombinant ADAM10, EDANS/DABCYL FRET peptide cleavage, 3 h; inhibition, % at 7 µM; O14672; 370,000 tested, 0.62% active;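 active = inhibition above a per-campaign cutoff equal to the mean of compounds falling between control-based bounds plus 3 SD, cut at about 20% in these data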;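 also: 0% = DMSO wells while the 100% control is not disclosed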
ARFGAP1 inhibitor – rat ARFGAP1 inhibition. Arfgap1-stimulated ARF1 GTP hydrolysis, GDP FP detection. inhibition, % at 16.5 µM. 360,000 tested, 0.26% active. AID 651572;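 active = inhibition above a per-plate limit, mean inhibition of low control wells plus 3 SD, cut at about 25% in these data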;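 also: 0% = DMSO wells with enzyme and 100% = wells lacking Arfgap1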
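Replicates: Single well per compound | Assay system: Truncated rat Arfgap1 GAP domain | Control set: No-Arfgap1 wells (100%) versus DMSO full-reaction wells (0%) | Times: Enzyme reaction 120 min at 25 °C after 20 min preincubation | Reagent: Human ARF1(Δ1-17)-GTP substrate | Measured by: Tracer-displacement fluorescence polarization with EDTA stop, 620/688 nm | Measure: Percent inhibition of Arfgap1-stimulated GTP hydrolysis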
HGIII-sPLA2 inh – Blocks human group III sPLA2 activity; Q9NZ20; QFRET BODIPY PC-A2 liposome hydrolysis, fluorescence; inhibition, % at 12.2 µM; 370,000 tested, 0.56% active;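 active = inhibition above mean plus 3 SD of compounds lying within the high and low control bounds, cut at about 19% in these data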;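 also: 0% = median of test compound wells and 100% = no enzyme DMSO wells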
An asterisk follows results filed as active; i = inactive; nt = not tested or not shown. No enrichment for hits; about 4.5% have a hit in one of these screens.

SMILES	GC-A act	GAA850 FXN act	Tn6 DDE FP	KLK7 zymogen act	ASAP1 inh	NPR2 activator	rCAG RNA binder	ADAM10 inh	ARFGAP1 inhibitor	HGIII-sPLA2 inh
CC1(C)CC2(CCO1)OC(=O)CC2C(=O)Nc1c(Cl)cccc1Cl (configuration not stated)	-5	-1.0	-2	0.7	7	1	-1	6	2	1
CCOC(=O)CCc1c(C)c(C#N)c2[nH]c3ccccc3n2c1=O	8	-0.2	4	-8.3	-2	10	4	i	8	5
O=C(Nc1nccs1)C1CCCN1/C=C/C(=O)C(F)(F)F (configuration not stated)	2	1.5	1	0.0	13	4	-1	4	9	11
CCCN1C(=O)c2[nH]nc(-c3ccccc3)c2C1c1ccc(C)cc1 (configuration not stated)	-14	nt	9	0.4	17	-16	0	9	9	-13
O=C(O/N=C1\CCS(=O)(=O)c2sccc21)c1ccc(F)cc1	2	-1.1	-7	-0.1	-6	-2	-2	-11	9	2
Cc1cc(NC(=O)COC(=O)c2ccc(S(=O)(=O)N3CCCc4ccccc43)cc2)no1	-2	-4.1	-2	0.4	8	-1	-2	1	8	-13
Cc1cc(C)nc(N2CCCC(C(=O)NC3CC3)C2)n1 (configuration not stated)	3	-0.5	0	0.3	7	2	-1	-24	6	-3
CC(=O)c1ccc(OCCCC(=O)Nc2cccc(S(=O)(=O)N(C)C)c2)cc1	-2	0.4	-5	-0.2	-5	-4	2	6	-1	-4
NC(=O)c1cnn2c(C(F)(F)F)cc(-c3ccccc3)nc12	-18	3.7	1	5.0	10	-17	1	-118	10	-2
CC(=O)c1ccc(NC(=O)CSc2nnc(-c3ccncc3)n2C2CC2)cc1	-3	-0.5	-2	0.3	-5	0	5	-12	-10	-7
C=CCSC1=C(C#N)C(c2ccc(OCC)cc2)CC(=O)N1 (configuration not stated)	5	-0.5	4	-0.1	-1	-1	4	-2	2	-6
COc1ccc(-c2csc(NC(=O)c3cccc(N4C(=O)CCC4=O)c3)n2)cc1C	3	-2.1	6	-0.3	3	-13	4	2	-8	5
CCOc1ccc2[nH]c(=O)c(CN(CCc3ccccc3)C(=O)N3CCOCC3)cc2c1	5	1.0	4	-0.8	4	3	-3	-21	12	2
Clc1ccc(-c2nnc(N3CCCC3)nn2)cc1	2	3.0	6	-0.7	-14	4	2	1	-3	0
COc1cc2cc(CN(CCc3ccccc3C)C(=S)NCCCN(C)C)c(=O)[nH]c2cc1OC	0	-3.1	-1	0.0	-12	0	9	-249	5	1
CCOC(=O)[C@]12CCCC=C1N(Cc1ccc3c(c1)OCO3)C(=O)[C@H](CC(=O)N1CCC(c3ccccc3)CC1)C2	-2	nt	9	-0.3	-2	3	7	5	10	-8
COc1ccccc1N1C(=O)C2C3CC(c4ccccc4)C(C3)C2C1=O (configuration not stated)	0	-3.1	0	-0.4	-3	6	-3	-1	5	-2
COc1ccccc1NC(=O)NCC(=O)Nc1ccc(F)c(F)c1	1	0.1	-7	-0.3	4	4	0	-1	-20	-2
CCOC(=O)N1CCN(C(=O)C2CCC(=O)N(CCCc3ccccc3)C2)CC1 (configuration not stated)	-3	1.4	-7	-0.2	0	0	-10	-7	0	1
COc1cccc(C(=O)NCC(=O)NCc2cc(=O)n(C)c(=O)n2C)c1OC	2	0.4	0	0.3	2	2	-2	-19	-16	10
Cc1cc(C)c2c(N)c(-c3nnc(SCc4ccc(Cl)cc4)n3C)sc2n1	3	1.7	-2	0.5	-1	8	0	-12	-13	-4
CCCc1nccn1S(=O)(=O)c1cc(OC)ccc1OC	3	-2.1	3	-0.1	3	10	3	-7	-4	2
CCN(CC)c1ccc(/C=N/n2c(C)nc3ccccc3c2=O)cc1	-1	-1.2	3	0.5	-2	-6	-2	-1	4	0
COc1ccc(-n2nc3c(c2NC(=O)C(C)Oc2ccccc2)CS(=O)(=O)C3)cc1 (configuration not stated)	-3	1.7	-9	0.7	-1	-3	-2	6	-6	0
CC(=O)Nc1ccc(NC(=O)/C(=C/c2ccco2)NC(=O)c2ccccc2)cc1	3	0.3	1	-0.3	-1	2	-3	-6	1	-2
O=C(NC(=S)NCCN1CCOCC1)c1ccc(Cl)cc1Cl	5	2.4	-8	-0.4	1	5	8	-5	9	21*
CCC(=O)Nc1ccc2c(c1)C(=O)N(C)[C@@H]1CC[C@@H](CC(=O)NCc3ccc(OC)cc3)O[C@H]1CO2	3	nt	-8	0.2	nt	4	6	-12	nt	19*
COC(=O)[C@]1(C)N[C@H](CN(C)C(=O)Nc2ccc(C)cc2)[C@@H]2C(=O)N(C)C(=O)[C@@H]21	-1	1.7	-2	0.0	1	-3	1	-11	2	14
CC(C)COc1ccc(CSCCNC(=S)Nc2ccccc2)cc1	4	-4.2	-2	0.0	8	4	9	17	6	-23
Cc1cc(C)cc(-n2ncc3c2CCCC3NC(=O)CCCn2cncn2)c1 (configuration not stated)	0	-0.2	5	0.1	-5	-5	-6	3	-13	-1
COc1ccc(/C=C/C=C2\NC(=S)NC2=O)cc1	-27	1.1	-6	-0.4	-1	-15	10	-1	0	3
CCN1CCN(C(=S)Nc2ccsc2C(=O)OC)CC1	0	-3.8	-5	0.1	6	0	-5	-1	-4	6
O=C(CCn1c(=O)sc2ccccc21)Nc1ccon1	0	-1.3	6	-0.3	-8	-4	-3	0	-5	6
COC(=O)CSCC(=O)Nc1nnc(-c2cccc(C)c2)s1	1	1.4	1	-0.6	-3	-1	2	7	1	7
Cc1nc(CNC(=O)c2cc(COc3c(F)cccc3F)on2)cs1	3	1.5	1	-0.1	-15	0	0	2	-7	-3
COc1ccc(C(=O)NNC(=O)C(C)NC(=O)c2ccccc2NC(=O)c2ccco2)cc1 (configuration not stated)	-3	-0.7	-6	-0.1	-3	0	2	-6	-7	0
CC[C@]12c3[nH]c4cc(CCC(=O)N(C)C)ccc4c3CCN1C(=O)[C@@H](CC(=O)NCc1cccc(C(F)(F)F)c1)C[C@@H]2C(=O)N1CCN(C(=O)c2ccco2)CC1	4	-2.2	9	1.0	-4	1	3	3	-4	-14
CCOC(=O)N1CCN(S(=O)(=O)c2ccc(C(=O)N(CCCN(C)C)c3nc4ccc(OC)cc4s3)cc2)CC1	-1	0.3	1	-5.2	4	-4	-8	1	5	-8
S=C(NCCSCc1ccc(Cl)c(Cl)c1)Nc1ccccc1	-5	-1.2	8	-0.2	11	6	-2	10	4	-14
Cc1ccccc1C(=O)NCCNC(=O)c1cnccn1	1	0.1	6	-1.0	4	-4	-1	-2	-10	-3
N#Cc1cccc(NC(=O)O[C@@H]2CC[C@@]34CCCN3C(=O)CCC[C@H]4C2)c1	-2	nt	1	nt	nt	-8	nt	0	nt	1
CCN(CC(=O)NCc1cccs1)C(=O)/C=C/c1ccc(OC)cc1OC	1	-0.8	2	0.4	1	-11	-3	-17	-12	-4
Cc1ccccc1NC(=O)OCCN1CCN(Cc2ccccc2)CCC1=O	2	0.3	-1	0.5	-10	2	-9	4	-3	5
CCCc1ncc(C(O)c2ccc(OC)cc2)n1C (configuration not stated)	-1	-0.7	0	0.0	-4	-2	-2	-3	-3	-4
CC(=O)N1CCN(c2ccc(S(=O)(=O)N3CCCCC3)cn2)CC1	0	0.1	0	-0.2	11	8	-4	-11	3	11
Cc1cc2ccccc2n1CCNC(=O)c1ccccc1	1	2.9	15	0.4	-10	-3	8	0	-15	-6
COc1cc(C2C(C#N)=C(N)Oc3n[nH]c(-c4cccs4)c32)cc(OC)c1O (configuration not stated)	-18	-0.5	-1	0.1	6	-6	2	2	-9	-10
COC(=O)c1ccc(Cn2c(C)c(C(=O)NCc3ccc(C#N)cc3)sc2=O)o1	1	-2.1	-4	-0.1	2	-2	0	-24	14	9
C/C(=N\NC(=O)c1ccc(C)cc1C)c1ccc2c(c1)Nc1ccccc1S2	2	-0.1	-1	0.4	11	-1	9	4	-2	15
N#CC1=C(N)C(C#N)(C#N)C2(CCC3(CC2)OCCO3)C2CC3(CC=C12)OCCO3 (configuration not stated)	5	3.3	-5	-0.1	6	-3	1	-54	7	3
Following part
SMILES	GC-A act	GAA850 FXN act	Tn6 DDE FP	KLK7 zymogen act	ASAP1 inh	NPR2 activator	rCAG RNA binder	ADAM10 inh	ARFGAP1 inhibitor	HGIII-sPLA2 inh
Cc1ccc(NC(=O)COC(=O)c2ccc([N+](=O)[O-])s2)c(C)c1	0	1.1	0	-0.3	3	5	-5	-9	3	6
COc1ccc(S(=O)(=O)N(Cc2ccccc2)c2ccccc2C(=O)O)cc1	-4	0.1	3	0.3	5	7	6	8	6	1
COc1cccc(C(=O)Nc2cc(C(=O)NCc3ccc(C)cc3)ccc2N2CCC3(CC2)CC(c2ccccc2)=NO3)c1	-1	-0.9	7	1.4	-9	4	2	-3	6	1
Fc1cccc(F)c1-c1nc2c(s1)CCc1onc(-c3ccc(Br)cc3)c1-2	-2	1.5	-4	0.0	10	-6	5	1	0	6
O=C(Nc1ccccc1)Nc1nc(-c2ccc(F)cc2)cs1	13	0.1	-1	0.2	-4	-2	32	-7	2	2
COc1ccc(-n2cc(-c3ccccc3)nc2SC)cc1	0	5.0	-9	0.3	7	0	-3	13	6	16

Random excerpt: three records from the list, in no set order.
SMILES	GC-A act	GAA850 FXN act	Tn6 DDE FP	KLK7 zymogen act	ASAP1 inh	NPR2 activator	rCAG RNA binder	ADAM10 inh	ARFGAP1 inhibitor	HGIII-sPLA2 inh
C/C(=N\NC(=O)c1ccc(C)cc1C)c1ccc2c(c1)Nc1ccccc1S2	2	-0.1	-1	0.4	11	-1	9	4	-2	15
Fc1cccc(F)c1-c1nc2c(s1)CCc1onc(-c3ccc(Br)cc3)c1-2	-2	1.5	-4	0.0	10	-6	5	1	0	6
CC(=O)N1CCN(c2ccc(S(=O)(=O)N3CCCCC3)cn2)CC1	0	0.1	0	-0.2	11	8	-4	-11	3	11

Some of the entries so far, field by field:
> COc1cccc(C(=O)Nc2cc(C(=O)NCc3ccc(C)cc3)ccc2N2CCC3(CC2)CC(c2ccccc2)=NO3)c1
  GC-A act = -1; GAA850 FXN act = -0.9; Tn6 DDE FP = 7; KLK7 zymogen act = 1.4; ASAP1 inh = -9; NPR2 activator = 4; rCAG RNA binder = 2; ADAM10 inh = -3; ARFGAP1 inhibitor = 6; HGIII-sPLA2 inh = 1
> Fc1cccc(F)c1-c1nc2c(s1)CCc1onc(-c3ccc(Br)cc3)c1-2
  GC-A act = -2; GAA850 FXN act = 1.5; Tn6 DDE FP = -4; KLK7 zymogen act = 0.0; ASAP1 inh = 10; NPR2 activator = -6; rCAG RNA binder = 5; ADAM10 inh = 1; ARFGAP1 inhibitor = 0; HGIII-sPLA2 inh = 6
> Cc1ccc(NC(=O)COC(=O)c2ccc([N+](=O)[O-])s2)c(C)c1
  GC-A act = 0; GAA850 FXN act = 1.1; Tn6 DDE FP = 0; KLK7 zymogen act = -0.3; ASAP1 inh = 3; NPR2 activator = 5; rCAG RNA binder = -5; ADAM10 inh = -9; ARFGAP1 inhibitor = 3; HGIII-sPLA2 inh = 6
> COc1ccc(-n2cc(-c3ccccc3)nc2SC)cc1
  GC-A act = 0; GAA850 FXN act = 5.0; Tn6 DDE FP = -9; KLK7 zymogen act = 0.3; ASAP1 inh = 7; NPR2 activator = 0; rCAG RNA binder = -3; ADAM10 inh = 13; ARFGAP1 inhibitor = 6; HGIII-sPLA2 inh = 16

Compound activity deposited in PubChem by several laboratories.
